Compound activity from PubChem BioAssay.
RGS4 inhibitor: blocks human RGS4-accelerated GTP hydrolysis | P49798 | Transcreener GDP fluorescence polarization, RGS4-accelerated GTP hydrolysis | Potency, µM (top dose mostly 114 µM), inactives show at the top dose activity change, negative = inhibition, actives largely listed as inhibitors | actives 0.039% (n = 390,000) | AID 504845; further: potency means the concentration at half of the fitted maximal effect; on the % scale 0 is the no-effect control and ±100 the full control effect; nearly all actives have a fitted effect of over 75% in size; some results filed as inactive show a strong effect at the top dose
Target sequence (P49798 whole entry, looked up): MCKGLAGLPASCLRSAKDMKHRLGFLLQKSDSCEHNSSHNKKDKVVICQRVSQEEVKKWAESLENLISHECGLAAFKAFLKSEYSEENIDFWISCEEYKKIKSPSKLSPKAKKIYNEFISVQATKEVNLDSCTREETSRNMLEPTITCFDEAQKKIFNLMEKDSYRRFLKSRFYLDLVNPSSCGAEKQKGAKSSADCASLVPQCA
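MLSMR compounds (23 nl, pin-transferred) preincubated 10 min at room temperature with a 500nM (2x) first reagent, then RGS4 at 900nM (2x) plus Transcreener GDP mix added; fluorescence polarization (620/688 nm) read before and after 90 min at 30 °C.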
Glioma ERSR ind: ER stress response induction in glioma. actives 0.02% (n = 420,000). Potency, µM, inactives show top-dose activation, usual class: activators. U87-MG GRP78 promoter luciferase reporter, 16 h; further: potency means the concentration at half of the fitted maximal effect; series mostly up to about 76 µM; % of control where 0% means no effect; nearly all actives have a fitted effect of over 35% in size
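ERSR induction read as luciferase luminescence (Bright-Glo, 10 min at room temperature) in stably transfected human U87-MG glioma cells exposed to compounds for 16 h, using GRP78 as sensor.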
IDH1 R132H inh: inhibitors of human mutant IDH1 R132H | O75874 | IDH1-R132H enzyme, NADPH consumption, diaphorase/resazurin fluorescence | Potency, µM (top dose mostly 76.6 µM), for inactives: top-dose activity change, negative = inhibition, hits mostly inhibitors | actives 0.093% (n = 390,000); further: potency means the concentration at half of the fitted maximal effect; on the % scale 0 is the no-effect control and ±100 the full control effect; nearly all actives have a fitted effect of over 65% in size
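IDH1-R132H (0.5 ug/mL dispensed) in pH 7.5 Tris buffer was preincubated 30 min with compound, then given a substrate mix of 0.016 mM NADPH and 2 mM alpha-KG for 80 min at room temperature; remaining NADPH was read by diaphorase/resazurin fluorescence.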
Vif-APOBEC3F blk: inhibitors of Vif-A3F interaction; Potency, µM (titrated, usually from 46.1 µM), inactives show at the highest dose activity, negative = active; HeLa A3F-eYFP + Vif (tagged APOBEC3F with the HIV-1 protein that degrades it), YFP fluorescence increase; AID 602313; actives 0.2% (n = 390,000); further: potency means the concentration at half of the fitted maximal effect; % of control where 0% means no effect; nearly all actives have a fitted effect of over 65% in size
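HeLa cells stably expressing Vif plus C-terminally eYFP-tagged A3F were seeded, incubated overnight at 37 deg C, dosed with compound, incubated overnight again at 37 deg C. Yellow fluorescence (Ex 488/Em 500-530) reported blocked Vif-mediated A3F-eYFP degradation.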
TrxR1 substrate: rat thioredoxin reductase 1 substrate activity. actives 0.01% (n = 390,000). purified TrxR1 substrate turnover, NADPH consumption readout. AID 588456. O89049. Potency, µM (highest dose often 114 µM), for inactives: at the highest dose activity change, negative = substrate turnover; further: potency means the concentration at half of the fitted maximal effect; on the % scale 0 is the no-effect control and ±100 the full control effect; nearly all actives have a fitted effect of over 50% in size
Target sequence (O89049 whole entry, looked up): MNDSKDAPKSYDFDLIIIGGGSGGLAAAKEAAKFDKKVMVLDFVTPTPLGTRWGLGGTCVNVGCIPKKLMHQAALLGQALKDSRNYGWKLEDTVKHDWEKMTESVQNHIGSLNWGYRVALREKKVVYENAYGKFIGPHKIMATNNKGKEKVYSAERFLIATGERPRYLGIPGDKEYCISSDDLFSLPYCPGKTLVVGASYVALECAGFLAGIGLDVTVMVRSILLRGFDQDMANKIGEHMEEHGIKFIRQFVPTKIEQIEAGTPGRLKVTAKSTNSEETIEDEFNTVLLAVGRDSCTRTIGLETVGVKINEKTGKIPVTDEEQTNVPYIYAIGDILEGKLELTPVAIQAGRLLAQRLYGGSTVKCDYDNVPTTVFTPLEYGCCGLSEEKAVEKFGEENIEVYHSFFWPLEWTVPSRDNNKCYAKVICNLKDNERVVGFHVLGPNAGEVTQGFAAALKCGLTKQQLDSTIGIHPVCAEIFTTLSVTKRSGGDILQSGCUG
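Rat TrxR1, dispensed at 90 nM, was prereduced with 400 uM NADPH (final) for 5 min at ~22 deg C, then incubated with compound 15 min before 400 uM selenite. A first-read NADPH fluorescence drop versus no-compound background flagged substrates.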
USP1-UAF1 inh: USP1/UAF1 (human) deubiquitinase inhibition | O94782 | recombinant USP1/UAF1, Ub-Rhodamine cleavage fluorescence | Potency, µM (titrated, usually from 57.1 µM), inactives show top-dose activity change, negative = inhibition, actives largely listed as inhibitors | actives 0.23% (n = 390,000) | AID 743255; further: potency means the concentration at half of the fitted maximal effect; on the % scale 0 is the no-effect control and ±100 the full control effect; nearly all actives have a fitted effect of over 60% in size; inactives centre near -12
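Step one: compound is pinned into 1nM USP1/UAF1 in HEPES pH 7.8 buffer with TCEP. Step two: 15 min room-temperature incubation. Step three: Ub-Rho (150nM final) starts cleavage, tracked by fluorescence over six one-minute reads.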
rTrxR1 inhibitor: inhibitors of rat thioredoxin reductase 1; actives 1% (n = 390,000); AID 588453; O89049; Potency, µM (top dose mostly 114 µM), for inactives: at the top dose activity change, negative = inhibition, actives largely listed as inhibitors; recombinant rTrxR1, NADPH fluorescence consumption, selenite substrate; further: potency means the concentration at half of the fitted maximal effect; on the % scale 0 is the no-effect control and ±100 the full control effect; nearly all actives have a fitted effect of over 65% in size
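Rat TrxR1 (90 nM in the dispensed reagent) was pre-reduced with 400 uM NADPH for 5 min at room temperature, then incubated with compound for 15 min. After 400 uM selenite was added, NADPH fluorescence (Ex 340/Em 450 nm) was followed for 8 min.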
Vif-A3G inh: Vif-A3G binding inhibition; HeLa A3G-eYFP + Vif (tagged APOBEC3G with the HIV-1 protein that degrades it), YFP fluorescence, overnight; Potency, µM (top dose mostly 46.1 µM), for inactives: at the highest dose activity, negative = active, most hits filed as inhibitors; actives 0.076% (n = 410,000);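 further: potency means the concentration at half of the fitted maximal effect; on the % scale 0 is the no-effect control and ±100 the full control effect; nearly all actives have a fitted effect of over 60% in size; hits raise eYFP signal because A3G escapes Vif-driven loss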
Target sequence (Q9HC16 whole entry, looked up): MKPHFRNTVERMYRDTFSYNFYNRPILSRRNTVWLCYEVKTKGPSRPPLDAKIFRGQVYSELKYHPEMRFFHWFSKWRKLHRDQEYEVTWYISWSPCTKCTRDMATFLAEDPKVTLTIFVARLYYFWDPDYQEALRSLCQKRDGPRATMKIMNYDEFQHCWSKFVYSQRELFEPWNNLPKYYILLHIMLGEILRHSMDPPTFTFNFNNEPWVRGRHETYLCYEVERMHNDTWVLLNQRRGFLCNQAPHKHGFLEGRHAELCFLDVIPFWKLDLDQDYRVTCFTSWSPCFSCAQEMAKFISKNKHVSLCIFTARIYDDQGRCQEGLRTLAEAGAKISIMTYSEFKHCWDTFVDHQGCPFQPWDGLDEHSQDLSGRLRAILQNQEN
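Read-out is eYFP fluorescence (Ex 488/Em 500-530) from Vif-expressing HeLa A3G-eYFP cells; more signal means A3G escaped Vif-mediated degradation. Cells plated overnight, compound pinned in, incubated overnight at 37 deg C.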
LDHA block: LDHA (human) enzyme inhibition. purified LDHA, NADH/diaphorase-resazurin fluorescence; stronger effect = lower value. activity change, % (values are at about 110 or 230 µM). actives 0.15% (n = 480,000). P00338; in the data active means activity change below about -30%; inconclusive means mostly about -25% to -30%;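 further: plate controls were DMSO wells for no effect and wells without enzyme for full effect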
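Resorufin fluorescence (ex540/em590), read at 0 and 20 min after diaphorase/resazurin addition, reports the NADH left after a 5 min room-temperature reaction of 2 nM human LDH5 with 0.06 mM NADH and 0.2 mM pyruvate.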
An asterisk follows results filed as active; ? = inconclusive; / = not tested or not shown; & = joins results of further samples; [ ] = remark or other dose. Unless noted, the call rests on the fitted dose curve; in most records, active means well fitted curve in the direction sought with a large enough effect; inconclusive means small, poorly fitted or top-dose-only effect, or another doubt; inactive means no such curve, though single readings can be large; an effect the other way counts as inactive or inconclusive. Some of the compounds tested; rates above refer to the full screens.

canonical_smiles	LDHA block	Vif-APOBEC3F blk	rTrxR1 inhibitor	USP1-UAF1 inh	RGS4 inhibitor	IDH1 R132H inh	Glioma ERSR ind	TrxR1 substrate	Vif-A3G inh
Cn1cnc(C(=O)NCc2ccccc2)c1C(=O)NCc1ccccc1	-1	0%	8%[57.1 µM]	-9%	20%	3%	2%	3%[57.1 µM]	-5%
O=C(O)C(Cc1ccc(O)c([N+](=O)[O-])c1)N1C(=O)c2ccccc2C1=O (stereo not given)	-14	-1%	-17%	-12%	6%	-6%	0%	-13%	1%
O=C(Nc1ccc(Cl)cc1Cl)c1csc(-c2cccnc2)n1	-14	10%	-17%	-9%	1%	-12%	1%	-17%	1%
Cc1nnc(SCC(=O)Nc2ccc(N3CCOCC3)cc2)o1	-8	-6%	23%[57.1 µM]	-8%	14%	7%	-1%	8%[57.1 µM]	2%
CCS(=O)(=O)c1nc(S(=O)(=O)c2ccc(Cl)cc2)c(NCc2ccc(Cl)cc2)s1	-9	0%	6%	-4%	-18%	-6%	-4%	-5%	1%
Cc1ncc(CN2CCC(CO)(CCc3ccccc3)CC2)s1	-13	-5%	18%	-18%	-9%	-9%	-4%	6%	2%
COc1ccc(CNC(=O)C2(c3cccs3)CCOCC2)cc1	1	-11%	3%[57.1 µM]	-19%	4%	-27%	-2%	-4%[57.1 µM]	5%
C=CCNC(=O)C1CC(c2cccc(OC)c2)=NO1 (stereo not given)	-1	1%	26%	2%	17%	2%	-3%	5%	0%
CSc1nn2c(C(F)(F)F)cc(C(F)(F)F)nc2c1C(=O)O	2	2%	-2%[57.1 µM]	-4%	0%	1%	-3%	8%[57.1 µM]	0%
ON=C1/C(=N\O)CC2(C/C1=N/O)OCCO2	12	-8%	-11%[57.1 µM]	?	-12%	-9%	4%	0%[57.1 µM]	-9%
COc1ccccc1CNC(=O)c1ccc2c(=O)n(CCCN3CCCC3=O)c(=S)[nH]c2c1	-15	3%	-7%[57.1 µM]	-3%	13%	-1%	0%	-11%	-8%
Cc1ccc(OCC(O)CN2CCCC2)cc1 (stereo not given)	-4	-6%	6%[57.1 µM]	-6%	-6%	2%	-4%	5%[2.29 µM]	-2%
COc1ccc(/C=N/NC(=O)c2ccc(F)cc2)cc1CN1CCc2cc(OC)c(OC)cc2C1C (stereo not given)	-1	0%	14%	-10%	-8%	-5%	0%	1%	0%
COc1ccc(C2=NN(C(C)=O)C(c3cn(-c4ccccc4)nc3-c3cccs3)C2)cc1 (stereo not given)	-12	-17%	15%	-6%	-52%	9%	-3%	17%	-13%
CC1=C(C(=O)Nc2ccc(C)cc2C)C(c2ccc(Cl)cc2)n2nc(C(=O)OC(C)C)nc2N1 (stereo not given)	-13&-16&2	-13%&-9%	12%&11%	-4%&-3%	14%&23%	-17%&0%	-2%&-3%	-3%&1%	1%&0%

As a short view, some entries already given.
canonical_smiles	LDHA block	Vif-APOBEC3F blk	rTrxR1 inhibitor	USP1-UAF1 inh	RGS4 inhibitor	IDH1 R132H inh	Glioma ERSR ind	TrxR1 substrate	Vif-A3G inh
Cn1cnc(C(=O)NCc2ccccc2)c1C(=O)NCc1ccccc1	-1	0%	8%[57.1 µM]	-9%	20%	3%	2%	3%[57.1 µM]	-5%
O=C(O)C(Cc1ccc(O)c([N+](=O)[O-])c1)N1C(=O)c2ccccc2C1=O (stereo not given)	-14	-1%	-17%	-12%	6%	-6%	0%	-13%	1%

The listing continues.
canonical_smiles	LDHA block	Vif-APOBEC3F blk	rTrxR1 inhibitor	USP1-UAF1 inh	RGS4 inhibitor	IDH1 R132H inh	Glioma ERSR ind	TrxR1 substrate	Vif-A3G inh
O=C1CN(C(=O)COC(=O)CCc2ccccc2O)c2ccccc2N1	6	-12%	0%	-18%	-29%	2%	-2%	-3%	-7%
CN(C)c1ccc(SC#N)cc1	-11	-3%	-5%[57.1 µM]	-11%	-15%	-4%	-4%	-9%[57.1 µM]	2%
COC(=O)CNC(=O)c1cccc(Cl)c1	-4	5%	15%	-21%	13%	-6%	-6%	4%	1%
CC(=O)C[C@@H](O)CC(=O)[C@@H]1OC(=O)[C@H](C)CCCCc2ccccc21	-5	3%	14%	-4%	17%	-4%	-2%	-1%	-1%
Cc1ccc(-n2c(COc3ccccc3)nnc2SCC(=O)O)cc1	-7	0%	/	-17%	/	6%	-3%	/	0%
NC(Cc1ccccc1)C(O)(c1ccccc1)c1ccccc1 (stereo not given)	-13	-1%	17%	-22%	9%	-1%	-2%	-3%	-1%
Cc1cccc(-n2c(CCCN3C(=O)c4ccccc4C3=O)nc3ccccc3c2=O)n1	-2	-21%	19%[57.1 µM]	-8%	-8%	12%	-2%	3%[57.1 µM]	0%
CC(C)(C)c1ccc(-c2csc(NC(=O)CN3C(=O)NC4(CCCCC4)C3=O)n2)cc1	0	?	11%	-7%	7%	1%	3%	1%	1%
Cc1cccc(CCNC(=O)c2cccc(NC3=NC4CS(=O)(=O)CC4S3)c2)c1 (stereo not given)	0	0%	16%[57.1 µM]	-13%	-5%	-8%	-5%	3%[57.1 µM]	-1%
O=C(O)C1CSC(c2coc3ccccc3c2=O)N1 (stereo not given)	8	-12%	2%	-10%	?	2%	0%	0%	-3%
NC(=O)c1ccccc1NC(=O)CC1(CC(=O)O)CCCC1	-8	?	13%	-3%	9%	2%	-2%	6%	0%
COc1ccccc1NS(=O)(=O)c1cc(NC(=O)c2ccc(Cl)nc2)ccc1Cl	-1	3%	-6%	-27%	-10%	5%	-10%	-7%	-2%
CCC(C)(CC(=O)Nc1nccs1)c1ccccc1 (stereo not given)	-8	9%	3%	-3%	22%	4%	-6%	8%[57.1 µM]	1%
COc1ccc(NC(=O)CSc2nnc(-c3ccncc3)o2)c([N+](=O)[O-])c1	-5	7%	-9%	-9%	3%	2%	-4%	-1%	-2%
COc1cc(CNc2ccc3[nH]c(=O)[nH]c3c2)ccc1OCc1ccccc1Cl	3	4%	-16%[57.1 µM]	-12%	-12%	6%	-8%	-3%[57.1 µM]	-11%
O=C1CCC(C(=O)N2CCCC2)CN1CCc1cccc(F)c1 (stereo not given)	-1	4%	22%	-8%	-14%	4%	-3%	1%	2%
COc1cccc(/C=C2\SC(=S)N(CC(=O)N(C)C3CCS(=O)(=O)C3)C2=O)c1 (stereo not given)	-2	4%	-12%	-17%	-22%	-2%	0%	-7%	0%
O=C(CCCC(=O)N(CC(=O)NC1CCCCC1)Cc1ccco1)Nc1ccccn1	-3	0%	-6%	-10%	-4%	3%	-2%	0%	-2%
CC(CCc1ccccc1)NC(=O)c1cccc(F)c1 (stereo not given)	-6	7%	10%[57.1 µM]	-5%	-1%	6%	0%	5%	-2%
CC/C(C)=N\N=C\c1c(O)n(CC)c2cc(C3=NNC(=O)CC3)ccc12	10	-6%	-42%	-3%	?	2%	-5%	-12%	-1%
CCOc1ccc(CCNC(=O)Nc2ccccc2)cc1OCC	-4	0%	31%	-10%	35%	0%	-5%	3%	2%
C#CC1(NC(=O)NCCCC)CCCCC1	-2	-31%	25%	-24%	0%	-5%	-4%	8%	1%
Cc1cc2[nH]c(=O)c(=O)[nH]c2cc1S(=O)(=O)NC1CCC(C)CC1 (stereo not given)	-5	-6%	8%	-9%	2%	-4%	-1%	50%[activator]	0%
CCC(=O)Nc1nc(NCc2ccccc2OC)n(-c2ccccc2)n1	-1	0%	12%	-15%	-2%	0%	-3%	2%	-5%
Cc1cc(OCC(=O)NNC(=S)NC(=O)c2cccs2)ccc1Cl	-4	-1%	-12%	-19%	-30%	-2%	-5%	3%	1%
CCOC(=O)c1cc(S(=O)(=O)N2CCN(c3cccc(C)c3C)CC2)[nH]n1	3	-1%	17%[57.1 µM]	-21%	-9%	-17%	-1%	0%[57.1 µM]	3%
CCCC1NC(=O)c2cc3ccccc3cc2-n2c1nc1ccc(C)cc1c2=O (stereo not given)	7	-10%	/	-15%	/	-2%	-7%	/	-5%
CCOC(=O)c1ccccc1N/C=C1\CCCCC1=O	5	-6%	6%	5%	-15%	0%	-2%	-2%	-1%
Cc1ccccc1OCC(=O)N(Cc1ccc(N(C)C)cc1)CC1CCCO1 (stereo not given)	1	0%	2%	-3%	3%	-9%	-3%	-8%	2%
CCN(CC(=O)Nc1ccc(Br)cc1)C(=O)Cc1cccc(F)c1	0	?	15%	?	21%	0%	-1%	0%	-8%
CN(C)c1ccc2cc(S(=O)(=O)O)cc(O)c2c1	46	9%	165%[activator]	?	?	13%	-1%	590%[activator]	-1%
CCC(C)NC(=O)c1sc2ncccc2c1-n1c(C)ccc1C (stereo not given)	-11	-3%	12%[57.1 µM]	-11%	-3%	-2%	-2%	-3%[57.1 µM]	-4%
COc1ccc(Nc2cc(C(=O)NCc3ccccc3)c3ccccc3n2)c(OC)c1	5	-8%	9%	-17%	-10%	8%	-3%	-2%	0%
CN(C)S(=O)(=O)c1cccc(NC(=O)COC(=O)C2CCN(C(=O)c3ccc(F)cc3)CC2)c1	-5	-13%	19%	-17%	-16%	5%	-5%	8%	1%
CCOC(=O)c1ccc(NC(=O)CSc2cn(CC(=O)N3CCCC3)c3ccccc23)cc1	11	0%	17%	-21%	3%	-8%	1%	2%	10%
